UTI89 phage lysis: inhibition of K1F phage lysis, E. coli UTI89, bacterial capsule biogenesis inhibitors, alamar blue (AID 488966). E. coli UTI89 K1F phage lysis, alamar blue, 2 h; higher % means a stronger effect. inhibition, % at 100 µM; hits with a dose series show IC50 in µM. hit rate 0.02% among 340,000;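 active = phage lysis inhibition, versus mean bacterial control, above a set limit; inconclusive = no clear call, values can overlap the other calls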;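 also: capsule biogenesis inhibitors block K1F phage lysis so surviving cells raise fluorescence; higher fluorescence means more inhibition of phage lysis; actives were called in the ten point dose series up to 300 µM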
HIV peptide binding: inhibitors of HIV fusion peptide binding, primary screen, biochemical, uHTS, fluorescence dequenching (AID 1986) | cell-free peptide binding, fluorescence dequenching, 30 min; higher % means a stronger effect | one-dose inhibition, % at 20 µM; IC50 in µM for titrated hits | hit rate 0.3% among 290,000; in the data active = inhibition mostly above about 52%, no sharp cut-off; inactive = mostly below about 76%; also: some results filed as inactive read as strong as hits
GPR55 LPI antagonism: GPR55 antagonists blocking LPI-driven arrestin recruitment, primary screen, imaging, U2OS, beta-arrestin-GFP, LPI agonist (AID 2013). one-dose inhibition, % at 10 µM; IC50 in µM for titrated hits. hit rate 0.13% among 290,000. U2OS GPR55 beta-arrestin-GFP translocation imaging, LPI antagonism; higher % means a stronger effect;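 active = spots per cell inhibited over 60%, with over 100 cells counted and total cytoplasm intensity under 500,000; inconclusive = wells with under 100 cells, flagged as likely toxic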;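 also: U2OS cells stably carrying GPR55 and arrestin-GFP stimulated by 5 µM LPI near EC80; imaged beta-arrestin-GFP aggregate spots per cell after agonist stimulation; plate controls were LPI-stimulated DMSO wells for no effect and DMSO wells without LPI for full effect; some results filed as inactive read as strong as hits; confirmed hits need IC50 under 10 µM and bright autofluorescent wells are also inconclusive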
AID2073: inhibitors of Mint1-CaV2.2 protein interaction, biochemical, HTRF (AID 2073) | Voltage-dependent N-type calcium channel subunit alpha-1B (Homo sapiens) | HTRF protein-protein interaction, Mint1-CaV2.2; higher % means a stronger effect | one-dose inhibition, % at 20 µM; IC50 in µM for titrated hits | hit rate 0.19% among 290,000; in the data active = inhibition mostly above about 51%, no sharp cut-off; inconclusive = no clear call, values can overlap the other calls; inactive = mostly below about 53%; also: some results filed as inactive read as strong as hits
Siah-1 displacement: Siah-1 peptide-binding antagonists, primary screen, biochemical, fluorescence polarization, rhodamine-plectin, uHTS (AID 1817). E3 ubiquitin-protein ligase SIAH1 (Homo sapiens). Siah-1 / rhodamine-plectin peptide fluorescence polarization; higher % means a stronger effect. displacement, % at 20 µM; hits with a dose series show IC50 in µM. hit rate 0.02% among 290,000;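 active = displacement of at least 50% at 20 µM, with a fluorescence ratio check between 0.3 and a set limit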;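 also: plate controls were Siah plus tracer with DMSO for no effect and tracer alone without Siah for full effect; strong numbers were not always called active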
NTR1 agonist: agonists of NTR1, primary screen, imaging, U2OS cells, beta-arrestin-GFP, high content (AID 493036) | hit rate 0.17% among 330,000 | NTR1-U2OS beta-arrestin-GFP spot imaging, agonist mode | activation, % at 20 µM;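 active = activation at or above 40% of the spot to cytoplasm intensity ratio, with at least 20 cells analyzed; inconclusive = wells under 20 cells, flagged as cytotoxic or low count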;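 also: 0% = DMSO without peptide and 100% = 100 nM NTR1 peptide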
Target sequence (P30989 whole entry, looked up): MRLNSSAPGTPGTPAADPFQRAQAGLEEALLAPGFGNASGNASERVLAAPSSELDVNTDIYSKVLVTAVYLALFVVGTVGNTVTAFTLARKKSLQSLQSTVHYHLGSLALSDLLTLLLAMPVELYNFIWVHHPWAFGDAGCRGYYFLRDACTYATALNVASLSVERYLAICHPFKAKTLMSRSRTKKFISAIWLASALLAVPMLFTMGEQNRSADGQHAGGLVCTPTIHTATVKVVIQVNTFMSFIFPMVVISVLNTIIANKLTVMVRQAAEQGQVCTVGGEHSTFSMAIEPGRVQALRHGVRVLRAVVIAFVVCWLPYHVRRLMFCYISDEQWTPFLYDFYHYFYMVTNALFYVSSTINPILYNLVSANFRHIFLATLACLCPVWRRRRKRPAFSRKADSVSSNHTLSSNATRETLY
GPR55 activation: GPR55 agonists via beta-arrestin recruitment, primary screen, imaging, U2OS cells, beta-arrestin-GFP redistribution (AID 1961); G-protein coupled receptor 55 (Homo sapiens); U2OS GPR55 beta-arrestin-GFP redistribution imaging; higher % means a stronger effect; activation, % at 10 µM, or EC50 in µM where a hit was titrated; hit rate 0.048% among 290,000;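 active = activation above 40% with more than 50 cells counted in the well; inconclusive = wells holding fewer than 50 cells, flagged as toxic or sparse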;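 also: U2OS osteosarcoma cells stably expressing GPR55 and beta-arrestin-GFP; plate controls were DMSO negative control for no effect and LPI positive control for full effect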
Dengue-2 NS5 capping: Dengue-2 NS5 methyltransferase inhibitors, primary screen, biochemical, confirmation dose response (AID 588689); Genome polyprotein (Dengue virus type 2 (strain 16681-PDK53)); Dengue-2 NS5 methyltransferase capping enzyme assay, biochemical; higher % means a stronger effect; one-dose inhibition, % at 25 µM; IC50 in µM for titrated hits; hit rate 0.3% among 340,000; in the data active = a potency from the dose series; inconclusive = inhibition above about 29% without an active follow-up result
GPR35 antagonists: GPR35 antagonists blocking zaprinast-driven arrestin recruitment, primary screen, imaging, U2OS, beta-arrestin-GFP, zaprinast agonist (AID 2058) | G-protein coupled receptor 35 (Homo sapiens) | U2OS GPR35 beta-arrestin-GFP translocation imaging, zaprinast antagonism; higher % means a stronger effect | one-dose inhibition, % at 10 µM; IC50 in µM for titrated hits | hit rate 0.052% among 290,000;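 active = inhibition of at least 50% with at least 30 cells and total cytoplasm GFP at most 10,000,000; inconclusive = under 30 cells or total GFP of 10,000,000 plus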
NTR1 agonist cell count 20 µM: also measured in NTR1 agonist; calls as there; cell count; measured here: cell count, cytotoxicity flag
Active calls of the source: *; u = inconclusive; x = not tested or not shown; [ ] = dose if it differs, or a comment.

SMILES | UTI89 phage lysis | HIV peptide binding | GPR55 LPI antagonism | AID2073 | Siah-1 displacement | NTR1 agonist | NTR1 agonist cell count 20 µM | GPR55 activation | Dengue-2 NS5 capping | GPR35 antagonists
O=C(O)C(CO)N=Cc1c(O)c2ccccc2oc1=O (stereo unspecified) | -0.3% | 6.5% | 19% | 8% | -2% | 0.0 | 57 | -0.1% | x | 25%
Cc1ccc(NS(=O)(=O)c2c(C(=O)N3CCOCC3)c(C)n(C)c2C)cc1 | 3.8% | -2.2% | 0% | 4% | 1% | -0.6 | 68 | -0.1% | -2% | 9%
COC(=O)c1ccc(C(=O)OCc2nc3cc4ccccc4cc3[nH]2)cc1 | 0.4% | -5.6% | 0% | 16% | -6% | 1.1 | 41 | 0.0% | 7% | 5%
COc1ccc(S(=O)(=O)NCC(c2cccnc2)N2CCN(C)CC2)cc1OC (stereo unspecified) | 0.3% | 0.9% | 5% | 29% | 0% | -0.6 | 61 | -0.1% | -6% | -3%
O=C(N/N=C/c1ccc(O)cc1)c1csc2c1CCCC2 | 1.1%[50 µM] | -0.5% | -19% | 2% | 0% | 6.9 | 40 | -0.2% | 2% | -7%
CC1CCC2(CC1)NC(=O)N(CC(=O)N1CCc3ccccc3C1)C2=O (stereo unspecified) | 0.0% | 0.6% | 0% | -5% | 6% | -0.3 | 53 | -0.6% | -4% | -2%
Cc1c(OC(C)C(=O)NCC2CCC(C(=O)O)CC2)ccc2c(-c3ccccc3)cc(=O)oc12 (stereo unspecified) | 1.9% | -0.7% | 15% | 15% | -3% | -0.8 | 84 | -0.1% | 4% | -5%
COC(=O)C1CCC(C)(C(=O)Nc2ccccc2)C1(C)C (stereo unspecified) | 0.2% | 3.3% | 19% | 11% | 6% | -3.3 | 90 | -0.1% | -6% | 6%
Cc1ccc(S(=O)(=O)c2ncccc2N)cc1 | 0.1% | 1.0% | 4% | 13% | 12% | -0.4 | 47 | 0.0% | 2% | -3%
CS(=O)(=O)c1ccc2nc(N)sc2c1 | 0.0% | -3.0% | -1% | -5% | -3% | -1.4 | 51 | 0.0% | -3% | 20%
CCN(CCCNC(=O)c1cc2c(-c3cccc(OC)c3)nn(C)c2s1)Cc1ccccc1 | 0.1% | -0.6% | -13% | 24% | 3% | 2.1 | 103 | 0.3% | -2% | -5%
Cc1oc(-c2ccc(Cl)cc2)nc1CS(=O)CC(=O)NCCCN1CCCC(C)C1 (stereo unspecified) | 0.5% | 0.5% | -10% | 10% | 0% | -0.4 | 53 | -0.2% | -3% | 13%
CCOC(=O)C1CCCN(CC(=O)Nc2c(C(=O)OC)[nH]c3ccc(Br)cc23)C1 (stereo unspecified) | -0.4% | 1.2% | -6% | 28% | -3% | 8.8 | 45 | 1.2% | 5% | 6%
CCCCn1c(SCC(=O)NC2CC(C)(C)NC(C)(C)C2)nc2cc(S(N)(=O)=O)ccc21 | 0.2% | 0.2% | 7% | 0% | 8% | -1.0 | 56 | -0.1% | -2% | -3%
O=C(CN1CCN(Cc2ccccc2)CC1)N1CCCCCC1 | 0.0% | 0.3% | 6% | 1% | -3% | -0.5 | 62 | 0.0% | 0% | -11%
O=c1oc2ccccc2n1CSC1=NCCS1 | 0.8% | -2.2% | -8% | -5% | -6% | -0.2 | 60 | -0.3% | -7% | -5%
CC1C(=O)N(Cc2ccccc2)c2ccccc2N1C(=O)c1ccccc1 (stereo unspecified) | -0.1% | 1.4% | 18% | 14% | 1% | -0.1 | 82 | 0.0% | -5% | -2%
CC1CC(C)CN(S(=O)(=O)c2ccc(C(=O)Nc3nnc(C4CC4)o3)cc2)C1 (stereo unspecified) | 0.1% | 3.9% | 12% | 7% | -6% | 0.7 | 54 | 0.4% | -2% | 2%
CC(=O)Nc1ccc(NC(=O)CSc2nnc3ccc(-c4ccc(F)cc4)nn23)cc1 | 0.2% | -0.7% | 10% | 32% | 2% | -1.1 | 47 | 0.2% | -2% | -17%
COc1ccc(CCC(=O)N/N=C\c2cccs2)cc1 | -0.3% | -1.8% | 2% | 7% | -4% | 0.4 | 38 | 0.5% | -11% | -21%
CNC(=O)CN(C1CCCCC1)S(=O)(=O)c1ccc(OC)c(Cl)c1 | 0.2% | 0.0% | 14% | -4% | 3% | 1.1 | 71 | -0.2% | -5% | -10%
O=C(Nc1ccc(Cl)c(Cl)c1)N1CC=C(c2ccccc2)CC1 | 0.2% | 4.4% | 8% | 2% | 0% | -3.8 | 101 | -0.1% | 2% | 3%
COc1cccc(/C=N/Nc2nn3cnnc3c3ccccc23)c1O | -0.2% | 0.1% | 16% | 21µM* | 1% | 6.6 | 40 | 0.0% | -3% | 12%
Cc1ccc2c(C(=O)CCl)c(C)[nH]c2c1 | 2.7%[50 µM] | 1.1% | 7% | 3% | 14% | 8.3 | 62 | -1.9% | -9% | 14%
O=C(NNC(=O)c1ccccc1[N+](=O)[O-])c1ccc(NC(=O)c2ccccc2)cc1 | 1.1%[50 µM] | 0.3% | 4% | -14% | 13% | 0.1 | 67 | 0.0% | 1% | 16%

Part of the list above, limited to NTR1 agonist cell count 20 µM.
compound	NTR1 agonist cell count 20 µM
Cc1ccc(S(=O)(=O)c2ncccc2N)cc1	47
CS(=O)(=O)c1ccc2nc(N)sc2c1	51
CCN(CCCNC(=O)c1cc2c(-c3cccc(OC)c3)nn(C)c2s1)Cc1ccccc1	103
Cc1oc(-c2ccc(Cl)cc2)nc1CS(=O)CC(=O)NCCCN1CCCC(C)C1 (stereo unspecified)	53

Later entries:
SMILES | UTI89 phage lysis | HIV peptide binding | GPR55 LPI antagonism | AID2073 | Siah-1 displacement | NTR1 agonist | NTR1 agonist cell count 20 µM | GPR55 activation | Dengue-2 NS5 capping | GPR35 antagonists
COc1ccc(NC(=O)c2csc(Cc3ccccc3)n2)cc1 | 5.0% | -1.6% | -2% | 3% | 4% | -1.3 | 52 | -0.1% | 1% | -2%
O=C(COn1nnc2ccc(Cl)cc21)Nc1ccc(F)cc1 | -0.4% | 2.4% | 5% | u | 1% | -1.3 | 50 | 0.8% | -8% | 3%
CCNc1nc(NCC)nc(SCCOC(=O)COc2ccc(Cl)cc2Cl)n1 | 0.5% | 0.5% | 1% | 0% | 0% | 2.4 | 56 | -0.1% | -3% | -11%
COc1ccccc1-n1ccnc1SCC(=O)NC1CCCC1 | 0.2% | -1.2% | 6% | -6% | -4% | 0.5 | 57 | 0.6% | -4% | 12%
CCOC(=O)CN1CC23C=CC(O2)C(C(=O)N2CCN(c4ccc(F)cc4)CC2)C3C1=O (stereo unspecified) | -1.3% | 3.0% | -8% | -1% | -2% | -1.3 | 86 | -0.1% | -3% | 9%
Cc1nccn1CCC(=O)O | -0.1% | -0.4% | -6% | 7% | -4% | -0.4 | 47 | -0.2% | -2% | -7%
OCCSc1nnc(Nc2ccccc2)s1 | -0.1% | -2.4% | 10% | -2% | -1% | -0.9 | 47 | -0.1% | -1% | 12%
COCCOC(=O)c1c(C)n(C)c2ccc(OC(=O)N3CCOCC3)cc12 | -0.6% | 0.7% | -1% | 6% | 1% | 1.2 | 72 | -0.3% | -2% | 4%
N#Cc1cnc(Oc2ccc(Cl)cc2)nc1N | 0.1% | -1.2% | 3% | 15% | 0% | -0.6 | 66 | -0.2% | -11% | 2%
COCc1nc2ccccc2n1CCOc1ccccc1OC | 0.2% | -1.4% | -2% | -2% | -3% | -1.7 | 82 | -0.2% | 2% | 10%
Cc1nc2c3cc(F)ccc3n(Cc3ccccc3)c2s1 | 2.7% | 1.8% | 14% | 24% | -3% | 1.0 | 98 | 0.6% | -9% | 11%
COCc1c(C(=O)N/N=C\c2ccccn2)nnn1-c1nonc1N | 0.0% | 2.0% | 13% | 0% | 2% | -0.8 | 46 | -0.2% | 6% | 15%
C/C(CC(=O)Nc1ccc(Cl)cn1)=N\NC(=O)Cc1cccs1 | -2.0% | -0.5% | 3% | 6% | 4% | -1.5 | 56 | -0.1% | 8% | 1%
Cc1ccc2c(c1)[nH]c1c(=O)n(CCN3CCNCC3)cnc12 | 0.0% | 1.7% | 5% | 2% | -4% | x | x | -0.2% | 2% | 16%
COc1ccc(N(C(=O)Cc2cccs2)C(C(=O)NC2CCCC2)c2ccncc2)cc1OC (stereo unspecified) | 0.2% | -0.8% | 5% | -2% | 10% | -1.6 | 46 | 0.2% | 1% | -13%
Cc1cc(C)n(-c2nc3ccccc3nc2N2CCN(S(=O)(=O)c3ccc4ccccc4c3)CC2)n1 | 4.8% | 20% | -3% | 9% | 3% | 4.6 | 60 | -0.1% | -12% | -3%
CCC(C)NS(=O)(=O)c1ccc(NS(=O)(=O)c2ccc(F)cc2)cc1 (stereo unspecified) | 3.9% | 0.8% | -7% | -3% | -1% | -0.9 | 60 | -0.1% | -6% | -13%
CC(=O)N(C1CC(C)C(C#N)(C#N)C1(C#N)C#N)N(C)C (stereo unspecified) | 1.4% | 0.9% | 8% | 17% | 4% | 3.9 | 49 | -0.1% | -23% | 0%
CN(C(=O)c1cccc(Nc2ccc(-c3ccc4c(c3)OCCO4)nn2)c1)C1CCCCC1 | 4.6% | -2.1% | 2% | -2% | -4% | 8.8 | 37 | 0.3% | -3% | -13%
Nc1cccc(-n2nnnc2CN2CCOCC2)c1 | 3.4% | -0.6% | 2% | 4% | -6% | 0.2 | 53 | -0.2% | 5% | 2%
CCOC(=O)CSc1nccc(N(C)C)c1C#N | 0.3% | -1.6% | 20% | 8% | 3% | -0.3 | 76 | -0.2% | 4% | 12%

No enrichment for hits; about 1.2% have a hit in one of these screens.
